V1R ag counter: agonists of human V1a receptor, primary screen, counter-screen for OXTR agonist project, fluorescence, CHO-V1R cells; Vasopressin V1a receptor (Homo sapiens), P37288; hit rate 0.25% among 320,000; Fluo-8 calcium fluorescence, agonist mode; 0% DMSO, 100% 3 nM vasopressin; activation, % at 3 µM;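 active = activation above the mean activation of all tested compounds plus 3 SD, per screening run, cut at about 20% in these data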;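 note: signal is peak over basal fluorescence ratio across a 100 second FLIPR read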
TAAR1 antagonist: human TAAR1 antagonists, primary screen, Fluo-8 calcium fluorescence, CHO RD-HGA16 cells; antagonist; AID 624466, 2012; inhibition, % at 3 µM; hit rate 1.5% among 360,000; Trace amine-associated receptor 1 (Homo sapiens), Q96RJ0;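 active = inhibition above a per-plate cutoff, the mean inhibition of test compounds on that plate plus 3 SD, cut at about 49% in these data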;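 note: 0% = DMSO plus EC80 beta-PEA response and 100% = DMSO alone without agonist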
Target sequence (Q96RJ0 whole entry, looked up): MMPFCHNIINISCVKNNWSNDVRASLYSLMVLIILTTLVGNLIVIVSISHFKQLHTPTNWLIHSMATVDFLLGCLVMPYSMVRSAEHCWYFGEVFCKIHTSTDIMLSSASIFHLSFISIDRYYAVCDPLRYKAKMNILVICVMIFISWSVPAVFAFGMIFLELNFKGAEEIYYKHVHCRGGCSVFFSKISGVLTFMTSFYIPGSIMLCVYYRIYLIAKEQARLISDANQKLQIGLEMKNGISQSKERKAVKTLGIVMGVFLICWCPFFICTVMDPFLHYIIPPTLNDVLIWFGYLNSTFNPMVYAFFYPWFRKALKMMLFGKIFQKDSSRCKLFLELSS
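Assay system: CHO-derived RD-HGA16 cells stably expressing human TAAR1 plus Gα16. Timing: 140 s kinetic read after compound, 140 s after agonist. Technique: kinetic Fluo-8 calcium fluorescence measurement. Measure: % inhibition of agonist calcium response.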
CHO-K1 Ca antag: counter-screen for M1 antagonists: effect in parental CHO-K1 cells; inhibition, % at 3 µM; AID 602250; hit rate 0.6% among 360,000; ATP-induced calcium, Fluo-8 fluorescence;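 active = inhibition above a per-plate cutoff, the plate's mean sample inhibition plus 3 SD, cut at about 24% in these data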;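 note: 0% = DMSO plus EC80 ATP and 100% = DMSO alone without ATP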
CHO parental Ca: ATP-evoked calcium signal inhibitors, parental CHO, primary screen, counter-screen for OX1R antagonist project, cell-based, fluorescence, Fluo-8 calcium dye; AID 463079, 2010; hit rate 0.63% among 330,000; inhibition, % at 5.6 µM; parental CHO-K1, ATP-induced calcium, Fluo-8 fluorescence;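 active = inhibition above that plate's mean sample inhibition plus 3 SD, cut at about 26% in these data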;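 note: 0% = ATP-challenged DMSO wells and 100% = DMSO wells without ATP; some compounds past the cut are filed as inactive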
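Test system: untransfected parental CHO cell line; also added: ATP stimulus; dosing: 5.6 µM, single dose; signal: calcium-sensitive Fluo-8 fluorescence; measure: percent inhibition of ATP-evoked calcium rise, normalized to controls; benchmarks: low control ATP plus DMSO, high control DMSO only; replication: one well per compound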
CHO-K1 Ca ag: counter-screen for M1 agonists: effect in parental CHO-K1 cells. Fluo-8 calcium fluorescence; scaled to maximal ATP response, vehicle zero. activation, % at 3 µM. hit rate 0.48% among 360,000. AID 602248, 2012; in the data active = activation above about 15%;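 note: untransfected CHO-K1 host cells lacking M1 receptor as counterscreen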
OXTR potentiator: human OXTR potentiators, primary screen, fluorescence, CHO-OTR cells, Fluo-8 calcium; Oxytocin receptor (Homo sapiens), P30559; Fluo-8 calcium fluorescence, potentiator mode; 0% = oxytocin EC15, 100% = EC100; activation, % at 3 µM; hit rate 0.061% among 320,000; AID 2445, 2010;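 active = activation above that plate's cutoff, the mean activation of tested compounds plus 3 SD, cut at about 6.6% in these data, passing the limit was not always enough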;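 note: 100% uses oxytocin at 75 nM as the full agonist control; some results filed as inactive read as strong as hits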
Target sequence (P30559 whole entry, looked up): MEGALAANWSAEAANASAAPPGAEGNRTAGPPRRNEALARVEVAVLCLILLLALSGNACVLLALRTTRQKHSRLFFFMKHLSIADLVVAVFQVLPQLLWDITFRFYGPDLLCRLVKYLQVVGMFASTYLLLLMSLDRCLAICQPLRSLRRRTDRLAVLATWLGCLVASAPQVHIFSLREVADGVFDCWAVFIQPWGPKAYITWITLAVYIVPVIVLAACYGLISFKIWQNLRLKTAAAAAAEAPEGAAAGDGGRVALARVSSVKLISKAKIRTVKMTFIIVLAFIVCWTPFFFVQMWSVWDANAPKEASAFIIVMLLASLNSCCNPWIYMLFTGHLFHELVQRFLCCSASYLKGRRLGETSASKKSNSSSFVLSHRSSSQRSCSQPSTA
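Replication – single well per compound, singlicate · Assay system – CHO cell line stably expressing human OTR · Timing – 6 min pre-incubation, 100 s read · Measure – normalized max/min fluorescence ratio, % activation · Doses – 3.0 µM, one dose · Detection – Fluo-8 calcium dye fluorescence · Probe or stimulus – oxytocin near EC15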
OXTR ag: human OXTR agonists, primary screen, fluorescence, CHO-OTR cells, Fluo-8 calcium; Oxytocin receptor (Homo sapiens), P30559; hit rate 0.32% among 320,000; Fluo-8 calcium fluorescence; normalized: DMSO 0%, oxytocin 100%; activation, % at 3 µM;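 active = activation above the mean of all tested compounds plus 3 SD, cutoff set per screening run, cut at about 20% in these data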;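 note: peak over basal fluorescence ratio from a 100 s FLIPR kinetic read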
M1 PAM parental: nonselective calcium activators in parental CHO-K1 cells, primary screen, counter-screen for M1 PAM project, cell-based, Fluo-8 calcium fluorescence, full deck, 1536-well | hit rate 0.02% among 360,000 | activation, % at 3 µM | AID 602247, 2012 | ATP EC20; 0% at ATP EC20, 100% at ATP max;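 active = activation above the run cutoff, the mean activation of all test compounds plus 3 SD, cut at about 40% in these data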;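 note: peak over basal fluorescence ratio in a 140 s read after ATP addition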
GPR7 antagonist: GPR7 receptor antagonists, primary screen, cell-based, fluorescence, single concentration. Neuropeptides B/W receptor type 1 (Homo sapiens), P48145. GPR7-expressing cells, fluorescence antagonist assay. inhibition, % at 4.4 µM. hit rate 1.1% among 290,000. AID 1861, 2009; in the data active = inhibition above about 16%, passing the limit was not always enough;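 note: cells stimulated with the agonist NPW; 0% = agonist with vehicle and 100% = vehicle without agonist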
Target sequence (P48145 whole entry, looked up): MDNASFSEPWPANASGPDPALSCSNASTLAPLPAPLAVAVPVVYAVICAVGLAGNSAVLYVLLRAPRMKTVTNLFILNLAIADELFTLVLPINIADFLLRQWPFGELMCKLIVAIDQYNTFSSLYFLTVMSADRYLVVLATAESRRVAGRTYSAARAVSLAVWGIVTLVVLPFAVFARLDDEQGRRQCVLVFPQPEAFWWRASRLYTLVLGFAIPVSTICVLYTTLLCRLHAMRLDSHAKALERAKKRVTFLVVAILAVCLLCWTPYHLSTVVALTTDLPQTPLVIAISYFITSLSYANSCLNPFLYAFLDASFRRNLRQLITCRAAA
* hit, by the source's call; . = not tested or not shown.

SMILES | V1R ag counter | TAAR1 antagonist | CHO-K1 Ca antag | CHO parental Ca | CHO-K1 Ca ag | OXTR potentiator | OXTR ag | M1 PAM parental | GPR7 antagonist
O=C(CSc1cccc[n+]1[O-])C12CC3CC(CC(C3)C1)C2 | 0.4 | -1 | -8 | -7 | 0.4 | -5 | 0.7 | -10 | 0
Cc1ccc(NC(=O)NCc2ccccn2)c(C)c1 | . | -28 | -1 | . | 0.4 | . | . | -5 | -16
Cc1cc(=O)oc2cc(OCC(O)CN3CCN(c4ccccc4)CC3)ccc12 (stereo unspecified) | 1.9 | -2 | 19 | -28 | 1.0 | -5 | 1.2 | -8 | -6
CCOC(=O)C1=C(C)NC(=O)NC1c1ccc(OC)c(Cl)c1 (stereo unspecified) | 0.2 | . | -13 | -7 | 1.1 | 3 | -0.6 | 16 | 1
Cc1ccc(Cc2nc3ccccc3[nH]2)cc1 | . | -2 | -9 | . | 1.0 | . | . | 12 | -14
CC(=O)N1c2ccc(S(=O)(=O)N3CCCCC3)cc2CC1C(=O)NCc1cccc(Cl)c1 (stereo unspecified) | 0.9 | -6 | -6 | -11 | 1.1 | 0 | -1.3 | -2 | 2
CCOC(=O)C1CCN(c2c(NCCCN(CC)Cc3ccccc3)c(=O)c2=O)CC1 | -0.7 | 9 | -5 | -9 | -0.4 | -4 | -0.8 | 5 | 1
Cc1cccc(C)c1N1CCN(c2n[nH]c(N)n2)CC1 | 0.7 | 1 | 0 | -10 | 0.5 | 4 | 1.9 | 1 | -12
O=C(O)c1ccccc1Nc1cc(Cl)c2nonc2c1[N+](=O)[O-] | -0.7 | -30 | -2 | -9 | 0.4 | 4 | 0.1 | 15 | -17
Cc1ccc(NC(=O)C(C)N=C2NS(=O)(=O)c3ccccc32)cc1F (stereo unspecified) | 2.3 | 1 | -9 | 2 | 5.6 | -4 | 3.4 | 16 | -3
Cc1c(Cl)cccc1NC(=O)c1cc(C2CC2)on1 | -1.6 | -1 | 2 | -14 | -0.3 | -2 | -1.7 | 0 | -2
Cc1ccc(O)c(Sc2cc(C)ccc2O)c1 | 0.2 | 27 | -14 | -6 | 1.1 | -14 | 1.8 | 20 | -14
CC(=O)Nc1ccc(C(=O)CSc2nnc(C)o2)cc1 | 0.5 | 2 | -6 | -9 | 0.5 | -5 | 0.0 | 18 | -9
CCn1cc(/C=C(\NC(=O)c2ccc(OC)cc2)C(=O)NCCCn2ccnc2)c2ccccc21 | . | -15 | 6 | . | 0.2 | . | . | -5 | .
Cc1noc(C)c1C(=O)OCC(=O)N(C)C1(C#N)CCCCC1 | 0.1 | -17 | -15 | -5 | 0.9 | -6 | 0.8 | 17 | .
O=C(NCc1ccccc1)c1ccc(S(=O)(=O)N2CCCCCC2)cc1 | . | 22 | 15 | . | 3.0 | . | . | -21 | .
CN(C)C=Nc1nonc1-c1ccc(Cl)cc1 | 0.4 | 8 | -3 | -5 | 0.2 | -1 | -2.5 | 5 | -15
CCOC(=O)c1c(C)[nH]c(C)c1S(=O)(=O)NCC1CCN(Cc2ccccc2F)CC1 | -1.2 | -21 | -13 | 2 | -0.4 | -4 | -2.5 | 17 | -3
CN1C=CC(=O)[C@@H](O)[C@H]1c1ccccc1Br | . | 2 | -9 | . | 0.4 | . | . | 15 | .
NC(=NCc1ccco1)NC(=O)c1ccccc1 | 4.4 | -5 | -9 | -3 | 1.7 | -4 | 2.5 | -8 | -9
Cc1cccc(NS(=O)(=O)c2cccc(C(=O)N3CC(C)OC(C)C3)c2)c1 (stereo unspecified) | 0.9 | -4 | 1 | -2 | 1.8 | -3 | 0.2 | -2 | .
Cn1c(Cl)nc2ccccc21 | 0.2 | 4 | 18 | -8 | 0.0 | -2 | -0.7 | -3 | -12
O=C(NC(=S)NCCN1CCOCC1)c1cccc(Cl)c1 | 0.1 | -1 | -6 | -15 | 0.3 | -3 | -1.1 | 26 | -4
Cn1cccc1/C=C(\C#N)c1ccccc1 | -1.3 | -1 | -14 | -8 | 4.2 | 0 | -2.2 | 14 | -10
CN(CC(=O)Nc1ccccc1Cl)C(=O)COC(=O)/C=C/c1ccc(C(F)(F)F)cc1 | 2.5 | 9 | -10 | -6 | 3.7 | -5 | -0.2 | 10 | 9
COc1ccc(-c2nnc(NC(=O)c3ccc(S(=O)(=O)N4COCC4(C)C)cc3)o2)cc1 | 0.6 | 4 | 9 | -15 | 1.7 | 1 | 6.4 | -2 | -3
O=C(Nc1nnc(-c2ccc(F)cc2)s1)c1ccco1 | 1.9 | -18 | -3 | 4 | 0.6 | 2 | 1.1 | -12 | -2
O=S(=O)(/N=C(/c1ccccc1)N1CCOCC1)c1ccc(F)cc1 | 1.4 | 5 | 5 | -7 | -0.3 | 7 | 0.1 | -2 | -8
CC(=O)N1c2ccccc2C2(O)N=C(C)SC12 (stereo unspecified) | 0.1 | . | -2 | -2 | 0.2 | -4 | -0.1 | 13 | 2
Cc1ccccc1CNC(=O)c1csc([C@@H]2C[C@H](O)[C@@H](CO)O2)n1 | . | 3 | 9 | . | -0.1 | . | . | 3 | .
COC(=O)c1cc2c(=O)n3ccccc3nc2n(Cc2cccnc2)c1=N | 1.3 | . | . | -14 | . | -2 | 1.7 | . | 9
O=C1c2ccccc2C(Nc2ccc(S(=O)(=O)N3CCOCC3)cc2)N1c1cccnc1 (stereo unspecified) | 0.9 | -13 | 3 | -7 | 0.5 | -3 | 1.9 | 12 | -8
CC(C)CC(NC(N)=O)C(=O)OCC(=O)Nc1ccc(SC(F)F)cc1 (stereo unspecified) | 6.7 | 2 | -11 | -3 | 7.4 | -15 | 4.4 | 5 | -23
COc1ccc(OCCC(=O)OCC(=O)NC(=O)NC(C)(C)C)cc1 | 3.0 | 2 | -21 | -5 | 2.2 | -6 | 4.2 | 24 | -9
CCN1CCN(S(=O)(=O)c2cccc(S(=O)(=O)N3CCOCC3)c2)CC1 | 1.6 | 1 | 5 | -12 | 0.5 | 5 | -0.1 | -6 | 6
CC(C)(C)CC(=O)N1CCN(c2ccc(S(=O)(=O)N3CCOCC3)cc2[N+](=O)[O-])CC1 | 2.9 | 1 | -4 | -14 | 0.9 | -7 | 3.4 | 18 | .
C#CCOCCOCCOCCNc1nc(N2CCN(C(=O)CCCCCCCCCCNC(=O)[C@H]([C@@H](C)CC)n3cc(CCCCCN)nn3)CC2)nc(N2CCN(C(=O)CCCCCCCCCCNC(=O)[C@H](CO)n3cc(CCCCCN)nn3)CC2)n1 | 46* | . | -14 | 68* | 1.5 | -18 | 22* | 5 | .
CCCCNC(=S)Nc1ccc(Oc2ccccc2)cc1 | 4.6 | 16 | -17 | 7 | 5.5 | -10 | 0.3 | 10 | -9
Cc1cc2[nH]c(=O)cc(-c3ccccc3)n2n1 | -0.2 | -20 | -11 | -7 | 0.4 | -15 | 0.4 | 18 | -19
Nc1c(C(=O)Nc2ccccc2)sc2nc(-c3ccco3)ccc12 | -0.2 | 29 | 5 | 9 | 0.8 | 3 | -1.1 | 16 | 0
COc1ccc(-c2noc(N3CCC(C(=O)NCCCN4CCCCC4)CC3)n2)cc1 | 4.7 | -17 | 7 | -3 | 1.9 | 0 | -0.1 | 12 | 8
Cc1cc(OCC(=O)NCCc2ccc(S(N)(=O)=O)cc2)c2c(C)cc(=O)oc2c1 | -0.5 | -10 | -10 | 9 | 0.5 | -9 | -1.1 | 10 | -11
COc1ccc2c(C(=O)c3ccc(C)cc3)n(CCC(N)=O)[n+]([O-])c2c1 | -0.2 | -4 | -13 | -12 | 0.5 | -7 | -0.2 | 7 | -1
CCOc1ccc(C)cc1S(=O)(=O)NC1CCCCC1 | -1.0 | -3 | 2 | -15 | 0.1 | 6 | -2.2 | 14 | 0
CC(C)OC(=S)N/C(=N\S(=O)(=O)c1ccccc1)c1ccccc1 | -0.2 | 38 | -14 | -1 | 0.5 | 1 | -0.1 | 16 | 10
CC(C)CCNC(=O)/C=C/c1ccc(Br)cc1 | -0.8 | -16 | 1 | 0 | 1.2 | -1 | -2.6 | 13 | -3
Cc1c(OCc2ccc([N+](=O)[O-])cc2)ccc2c3c(c(=O)oc12)CCC3 | 2.8 | 15 | -14 | -15 | 1.3 | 4 | 1.9 | 21 | -4
O=C(COC(=O)Cc1cccs1)Nc1cc(S(=O)(=O)N2CCOCC2)ccc1Cl | 1.5 | 1 | -6 | -18 | 0.8 | -4 | 0.4 | -9 | .
Cc1c(C(=O)NC(=S)N(Cc2ccccc2)c2ccccn2)cccc1[N+](=O)[O-] | -0.3 | 6 | 0 | -13 | -0.5 | 3 | 0.3 | -15 | .
COC(=O)c1ccc(COC(=O)Cc2n[nH]c(=O)c3ccccc23)cc1 | 6.2 | -24 | -10 | 1 | 6.3 | -12 | 5.2 | 2 | -1
Next compounds follow.
SMILES | V1R ag counter | TAAR1 antagonist | CHO-K1 Ca antag | CHO parental Ca | CHO-K1 Ca ag | OXTR potentiator | OXTR ag | M1 PAM parental | GPR7 antagonist
Cc1ccc(F)c([C@H]2[C@H]3C=CC[C@@H](C)[C@@H]3C(=O)N2Cc2ccccc2)c1 | -0.4 | 10 | -20 | -33 | -0.7 | -8 | -1.5 | 14 | .
CCc1ccc(OCC(=O)NNC(=O)Cc2c(F)cccc2Cl)cc1 | 0.4 | -24 | 3 | -11 | 0.4 | -8 | 0.7 | 8 | .
Nc1ncnc2c1ncn2[C@@H]1O[C@H](CNCc2cccc(C#Cc3ccccc3)c2)[C@@H](O)[C@H]1O | . | -10 | -11 | -12 | 0.4 | . | . | 13 | .
Cc1cccc(COC(=O)Nc2ccc(NC(=O)c3ccccc3Cl)cc2)c1 | 8.2 | 26 | 3 | -8 | 1.4 | -15 | 6.5 | -10 | 0
CCOC(=O)[C@H]1[C@H]2COc3ccc(OC)cc3[C@@H]2N2C(=O)CN(Cc3ccccc3)C(=O)[C@@]12C | 0.0 | 12 | -11 | -26 | 1.1 | -5 | 0.9 | -5 | .
Nc1nnc(CC(=O)N/N=C/c2ccc(-c3cccc(C(=O)O)c3)o2)s1 | -0.2 | -16 | -14 | 15 | 0.7 | -1 | 0.9 | 14 | -15
COc1ccc2[nH]c(=O)c(CN(CCc3cccc(C)c3)C(C)=O)cc2c1 | 1.4 | 12 | -4 | -17 | 2.3 | -4 | 1.2 | 25 | 4

High-throughput results (PubChem BioAssay)

Compounds were not picked by outcome; about 3.5% have a hit in one of these screens.
